# Bioassay records: PubChem, National Center for Advancing Translational Sciences (NCATS)
# Eya2 phos inh: Eya2 (human) phosphatase inhibition. O00167. recombinant Eya2, OMFP fluorescence dephosphorylation (OMFP is methylfluorescein phosphate). Potency, µM (highest dose often 76.9 µM), without a hit: top-dose activity, negative = inhibition, usual class: inhibitors. hit rate 0.006% among 330,000. AID 488837; further: potency means the concentration at half of the fitted maximal effect; on the % scale 0 is the no-effect control and ±100 the full control effect
#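 Eya2 (0.2 uM) preincubated 10 min at ambient with compound, then OMFP substrate added at 50 uM; 10 min reaction in 50 mM HEPES pH 7.5, 50 mM NaCl, 5 uM MgCl2, 0.05% BSA, 1 mM DTT. Fluorescence read at Ex 485/Em 525 nm.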
# KCNH2 WT inh: KCNH2 (human, wildtype) channel inhibition; activity change, % at 1.84 µM; U2OS, BacMam KCNH2, thallium flux FluxOr; stronger effect = lower value; Q12809; hit rate 0.37% among 340,000;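 active means maximum activity change below -70%; inconclusive means maximum activity change between -70% and -50%; inactive means maximum activity change above -50%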; further: on the % scale 0 is the no-effect control and ±100 the full control effect
#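 U2OS cells were transduced with wild-type KCNH2 virus (2.03 x 10^8 / mL) for 4 h at room temperature, then cultured overnight at 37 C. Thallium flux was read with FluxOr dye. Rate constants were normalized to DMSO controls.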
# Mito fusion act: mitochondrial division inhibition or fusion activation | S. cerevisiae fusion-defective mutant growth rescue, CellTiterGlo 48 h | Potency, µM (top dose mostly 46.1 µM), without a hit: at the top dose growth rescue (activation), usual class: activators | hit rate 0.23% among 320,000;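 further: potency means the concentration at half of the fitted maximal effect; % of control where 0% means no effect; nearly all actives have a fitted effect of over 45% in size; temperature-sensitive fusion mutants such as fzo1-1 at 37 °C on non-fermentable ethanol glycerol medium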
#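 Temperature-sensitive fusion-defective S. cerevisiae (e.g. fzo1-1, mgm1-5) were grown with compound in YPEG medium (3% ethanol, 3% glycerol) for 48 hours at 37C. Growth rescue was measured as viability by CellTiterGlo luminescence after 10 minutes at ambient.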
# ASM inhibitor: inhibitors of human secretory acid sphingomyelinase; AID 504937; placental ASM, HMU-PC fluorogenic substrate, 60 min; Potency, µM (highest dose often 57.5 µM), for the others: top-dose activity change, negative = inhibition, actives largely listed as inhibitors; P17405; hit rate 0.006% among 340,000; further: potency means the concentration at half of the fitted maximal effect
#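 Fluorogenic HMU-PC substrate (9 uM final) is turned over by placental ASM in 60 min at 37 C after a 10 min compound preincubation. Reaction ended by alkaline stop (pH 10), with fluorescence read at 386/447 nm.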
# MBNL1-CUG inh: MBNL1-poly(CUG) RNA binding inhibition | hit rate 0.036% among 280,000 | TR-FRET MBNL1-His/biotin-(CUG)12 binding, 665/545 ratio | Potency, µM (titrated, usually from 57.5 µM), for the others: at the highest dose activity change, negative = inhibition, usual class: inhibitors | Q9NR56; active means well fitted inhibition curve with a large enough effect in the signal ratio, with a control signal flat, not every such curve was filed as active; inconclusive means small, poorly fitted or top-dose-only effect, or effect the other way, or a change in a side signal; inactive means no such curve, though single readings can be large or run the other way; the % refers to the signal ratio; further: potency means the concentration at half of the fitted maximal effect; on the % scale 0 is the no-effect control and ±100 the full control effect
#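 His-tagged MBNL1 binding to biotinylated (CUG)12 RNA was measured by TR-FRET using terbium anti-His antibody (0.055 ng/ul final) and streptavidin-XL665 (5 nM final). Compounds were titrated 92 nM to 58 uM; 60 min at room temperature.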
# USP2a block: blocks human ubiquitin-specific protease USP2a; hit rate 0.01% among 330,000; O75604; USP2 core, Ub-CHOP2 coupled fluorogenic reporter, 485/531; Potency, µM (series often up to 38.3 µM), inactives show top-dose activity change, negative = inhibition, hits mostly inhibitors;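 further: potency means the concentration at half of the fitted maximal effect; plate controls were DMSO wells for no effect and full inhibition by NEM control for full effect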
#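 Deubiquitinase activity read as fluorescence (485/531 nm) after Ub-CHOP2 cleavage activates the enterokinase reporter on its substrate; USP2 core 10nM, Ub-CHOP2 and substrate 25nM each, 30min compound preincubation then 60min RT; data normalized to NEM, curves fitted.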
# Menin-MLL TR inh: displaces Texas Red mutant MLL peptide from human menin; O00255; Menin + Texas Red MLL mutant peptide, fluorescence polarization; Potency, µM (titrated, usually from 61.6 µM), for the others: top-dose FP activity change, negative = inhibition, usual class: inhibitors; hit rate 0.23% among 270,000; AID 1768; active means well fitted inhibition curve with a large enough effect in the polarisation, with a control signal flat, not every such curve was filed as active; inconclusive means small, poorly fitted or top-dose-only effect, or effect the other way, or a change in a side signal; inactive means no such curve, though single readings can be large or run the other way; the % refers to the polarisation; further: potency means the concentration at half of the fitted maximal effect; % of control where 0% means no effect; many of its hits are not listed in these tables
# Target sequence (O00255 whole entry, looked up): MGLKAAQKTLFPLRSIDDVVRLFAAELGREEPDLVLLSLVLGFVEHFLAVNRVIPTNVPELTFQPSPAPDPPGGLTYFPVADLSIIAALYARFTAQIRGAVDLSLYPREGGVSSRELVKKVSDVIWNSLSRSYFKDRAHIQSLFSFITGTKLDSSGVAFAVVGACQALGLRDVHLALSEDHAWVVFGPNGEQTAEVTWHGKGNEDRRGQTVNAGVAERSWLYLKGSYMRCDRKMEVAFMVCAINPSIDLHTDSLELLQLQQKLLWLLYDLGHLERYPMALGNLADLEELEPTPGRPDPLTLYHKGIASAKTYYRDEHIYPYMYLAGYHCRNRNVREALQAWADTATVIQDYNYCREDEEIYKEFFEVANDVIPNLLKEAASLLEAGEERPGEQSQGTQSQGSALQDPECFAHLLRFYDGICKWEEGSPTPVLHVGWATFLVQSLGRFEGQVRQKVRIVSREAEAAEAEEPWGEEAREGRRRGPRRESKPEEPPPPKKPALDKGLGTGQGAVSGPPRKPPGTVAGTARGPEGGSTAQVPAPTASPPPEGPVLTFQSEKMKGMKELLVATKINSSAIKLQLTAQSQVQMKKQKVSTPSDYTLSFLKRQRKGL
# GALK inh: blocks human galactokinase activity; hit rate 0.007% among 270,000; Purified GALK, Kinase-Glo residual ATP luminescence; AID 1868; Potency, µM (titrated, usually from 57.5 µM), inactives show at the highest dose activity change, negative = inhibition, actives largely listed as inhibitors; P51570; further: potency means the concentration at half of the fitted maximal effect; on the % scale 0 is the no-effect control and ±100 the full control effect
# Target sequence (P51570 whole entry, looked up): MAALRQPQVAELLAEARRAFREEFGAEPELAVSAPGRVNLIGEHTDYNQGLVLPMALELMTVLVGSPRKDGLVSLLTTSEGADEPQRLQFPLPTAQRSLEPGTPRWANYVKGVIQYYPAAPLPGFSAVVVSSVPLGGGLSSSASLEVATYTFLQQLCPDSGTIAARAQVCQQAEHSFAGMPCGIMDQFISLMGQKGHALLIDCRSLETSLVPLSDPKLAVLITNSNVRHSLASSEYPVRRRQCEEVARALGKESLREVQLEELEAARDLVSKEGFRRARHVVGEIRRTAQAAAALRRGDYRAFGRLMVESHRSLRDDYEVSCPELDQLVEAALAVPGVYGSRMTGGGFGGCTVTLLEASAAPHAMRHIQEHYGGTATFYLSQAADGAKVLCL
#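 The enzyme phosphorylates galactose (100 uM) using ATP (35 uM); inhibition is detected as higher residual ATP, quantified by bioluminescence after 1 h reaction at room temperature, pH 8.0.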
# Chronic BCR inh: inhibitors of chronic active B-cell receptor signaling; ABC-DLBCL IkBa-CBG/CBR reporter, luminescence ratio, 4 h; Potency, µM (highest dose often 46.1 µM), inactives show top-dose ratio change, negative = lower green/red ratio, most hits filed as inhibitors; hit rate 0.05% among 340,000; AID 493014; active means well fitted inhibition curve with a large enough effect in the signal ratio, with a control signal flat, not every such curve was filed as active; inconclusive means small, poorly fitted or top-dose-only effect, or effect the other way, or a change in a side signal; the % refers to the signal ratio;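 further: potency means the concentration at half of the fitted maximal effect; plate controls were basal doxycycline-induced cells for no effect and cells given 10 µM MG132 for full effect; MG132 reads +100%, hits lower the ratio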
#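 Doxycycline induced both beetle luciferases in TMD8 lymphoma cells; IKK-driven degradation limits the IkappaBalpha-fused green signal, while red luminescence normalises for cell number and nonspecific effects. Compounds tested up to 46 uM, 4 hrs.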
# TSHR antagonist: antagonists of human thyroid stimulating hormone receptor; TSHR-expressing cells, TSH-stimulated cAMP HTRF, 2 h; stronger effect = lower value; AID 504810; hit rate 0.2% among 330,000; P16473; activity change, negative = inhibition, % at 11.5 µM;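 active means activity change below a set negative limit, meaning inhibition stronger than a set level, cut at about -70% in these data; inconclusive means activity change between two set negative limits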; further: on the % scale 0 is the no-effect control and ±100 the full control effect
#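 Read-out is FRET at 665 nm (cryptate excitation 337 nm) from a cryptate-tagged anti-cAMP antibody, competed by cell cAMP against cAMP-d2. Compounds are tested on freshly harvested TSHR cells challenged with 4nM TSH (EC80) for 2 hours at 37 deg C.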
# PKM2 activator: PKM2 (human) enzyme activation | Potency, µM (series often up to 57.5 µM), without a hit: at the top dose activation, actives largely listed as activators | purified PKM2, Kinase-Glo ATP luminescence, activation; response scale: 0% is enzyme alone, no compound | hit rate 0.34% among 260,000 | P14618; further: potency means the concentration at half of the fitted maximal effect; on the % scale 0 is the no-effect control and ±100 the full control effect; nearly all actives have a fitted effect of over 55% in size
#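 ATP formation by purified human PK-M2, quantified via coupled luciferase luminescence after 1 h at room temperature with 0.1 mM ADP and 0.5 mM PEP final.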
# * hit, by the source's call; ? = inconclusive; nt = not tested or not shown; [ ] = remark or other dose. Unless noted, the call rests on the fitted dose curve; in most records, active means well fitted curve in the direction sought with a large enough effect; inconclusive means small, poorly fitted or top-dose-only effect, or another doubt; inactive means no such curve, though single readings can be large; an effect the other way counts as inactive or inconclusive. These rows are one share of the data (hit frequency here may not be typical).
SMILES,Eya2 phos inh,KCNH2 WT inh,Mito fusion act,ASM inhibitor,MBNL1-CUG inh,USP2a block,Menin-MLL TR inh,GALK inh,Chronic BCR inh,TSHR antagonist,PKM2 activator
COc1ccc(/C=C2\N=C3CCCCCN3C2=O)cc1,-3%,-3,-2%,-3%,?,1%,-6%,12%,-27%,11,0%
C/C(=N\NC(=O)CNc1cccc2ccccc12)c1ccccc1,0%,28,-9%,2%,nt,1%,?,0%,-10%,-4,7%
CC(C)(C)OC(=O)C[C@H]1C/C=C\C[C@@H](CC(=O)N[C@H](CO)Cc2ccccc2)C(=O)N2CCC[C@H]2COC1=O,6%,nt,nt,3%,nt,2%,nt,nt,?,0,nt
O=C(COC(=O)c1ccc[nH]c1=O)NC1CCCCCCC1,1%,-3,-8%,3%,2%,1%,-8%,-3%,3%,-4,-19%
COc1ccc(-c2c(C(F)(F)F)nn(C)c2NC(=O)c2ccco2)cc1,7%,-1,-1%,3%,-4%,1%,nt,nt,0%,26,0%
COCCCN1C(=O)C(=O)/C(=C(/O)c2ccc(S(=O)(=O)N3CCCCC3)cc2)C1c1ccc(F)cc1 (configuration not stated),14%,-9,0%,-18%,-3%,2%,nt,4%,-2%,-4,nt
O=C(NCCN1CCOCC1)C1CC(=O)N(c2ccc(F)c(Cl)c2)C1 (configuration not stated),-4%,-12,3%,-1%,-8%,3%,-7%,1%,6%,-6,0%
CCOC(=O)c1oc2cccc(O)c2c1C,2%,5,5%,-4%,-2%,-7%,-3%,-2%,?,9,-5%
Cc1nnc(SCC(=O)NC2CCCCC2)s1,5%,-11,3%,7%,-2%,3%,-9%,11%,-7%,-5,-6%
O=C(Nc1cnn(Cc2ccc(F)cc2)c1)c1cnn2c(C(F)F)cc(-c3ccccc3)nc12,9%,-3,2%,-5%,-7%,-1%,nt,3%,-12%,-3,-1%
CCCCC1(Br)C(=O)N(c2ccccc2)N(c2ccccc2)C1=O,13%,-26,4%,2%,nt,0%,nt,nt,0%,13,nt
COCCN(C(=O)c1cc2c(s1)CCCCC2)c1c(N)n(CC(C)C)c(=O)[nH]c1=O,-1%,1,6%,-2%,nt,0%,nt,nt,3%,-1,nt
CCCCc1nnc(NC(=O)Cc2ccc(S(=O)(=O)N3CCOCC3)s2)s1,-7%,-7,-2%,-1%,nt,-3%,nt,nt,?,10,nt
Cc1ccccc1NC(=O)CCC(=O)N/N=C/c1ccncc1,6%,4,1%,6%,10%,3%,?,0%,3%,-11,-10%
C#CCOCCOCCOCCNc1nc(N2CCN(C(=O)Cn3cc(CCO)nn3)CC2)nc(N2CCN(C(=O)[C@H]([C@@H](C)O)n3cc(CCCCN)nn3)CC2)n1,3%,-4,-1%,0%,-24%,2%,-1%,nt,4%,-1,-1%
Cc1cc(C)nc(-n2ncc3c2CCCC3=O)n1,7%,nt,6%,0%,-2%,2%,0%,12%,-1%,6,4%
CNc1ccc(S(=O)(=O)NCC(=O)OC(C)C(=O)N(C)Cc2ccccc2)cc1[N+](=O)[O-] (configuration not stated),7%,-20,-3%,-1%,nt,1%,nt,nt,3%,6,nt
COc1ccc(CC(=O)N2CCC(n3nccc3NC(=O)C3CCOC3)CC2)cc1 (configuration not stated),8%,-1,-1%,-7%,-1%,1%,nt,-5%,-4%,1,nt
O=C(NC(=S)Nc1ccc(F)cc1)c1ccc2c(c1)OCCO2,-16%,-12,-5%,7%,0%,2%,12%,-2%,?,-30,-1%
COC(=O)CCc1nc2cc(Cl)ccc2n(Cc2ccccc2)c1=O,-6%,13,-3%,-7%,-1%,0%,-6%,-2%,6%,8,-1%
O=C(O)[C@H](Cc1ccccc1)Nc1ccc([N+](=O)[O-])cn1,-4%,4,-2%,-1%,21%,1%,19%,nt,4%,5,nt
CCOc1cc([N+](=O)[O-])cc(/C=C2/NC(=O)N(Cc3ccccc3F)C2=O)c1O,8%,6,-1%,-16%,?,-1%,?,-2%,?,-15,-3%
CCc1ccc(S(=O)(=O)NCCc2csc(-c3ccccc3)n2)s1,-8%,-12,?,-8%,7%,0%,-1%,-4%,-13%,-29,3%
CCOC(=O)c1cc2c(c(CSc3nc4ccccc4c(=O)n3Cc3ccco3)c1)OCOC2,-31%,8,-3%,-5%,-3%,0%,2%,-1%,-1%,10,-5%
CCN1C/C(=C/c2cccc([N+](=O)[O-])c2)C(=O)/C(=C/c2cccc([N+](=O)[O-])c2)C1,2%,-31,16%,3%,25%,-1%,1%,-7%,?,1,12%
O=C(O)c1ccccc1C(=O)Nc1ccc(S(=O)(=O)N2CCCC2)cc1,2%,5,1%,-8%,2%,1%,0%,-3%,1%,16,2%
CC(C)NC(=O)NC1C2CC3CC(C2)CC1C3 (configuration not stated),-2%,-17,6%,2%,4%,0%,3%,3%,0%,-10,2%
CN(C)/C=N/c1c(C#N)cnn1-c1ccc(C(F)(F)F)cn1,-2%,23,0%,1%,-1%,1%,-3%,-3%,1%,-8,-3%
C=CCN(c1ccccc1OC)S(=O)(=O)c1cccc(C(=O)OCC(=O)N2CC(C)OC(C)C2)c1 (configuration not stated),-25%,3,nt,-3%,nt,8%,nt,nt,?,nt,nt
COc1cccc(NS(=O)(=O)c2ccc3[nH]cc(C(=O)NCCc4ccc(C)cc4)c(=O)c3c2)c1,14%,nt,-3%,nt,nt,1%,nt,nt,3%,-15,nt
C=CCn1c(=NC(=O)c2sc3ccccc3c2Cl)sc2cc(S(N)(=O)=O)ccc21,8%,-7,-7%,141%[activator],?,0%,?,0%,?,11,-3%
O=[N+]([O-])c1ccc(CSc2ccc(S(=O)(=O)N3CCCC3)cn2)cc1,0%,-5,12%,-2%,nt,1%,nt,nt,-2%,-23,nt
Cc1ccc(S(=O)(=O)N(C)C)cc1NC(=O)C(C)Sc1ccccc1 (configuration not stated),-3%,0,1%,-4%,-6%,-7%,-8%,5%,0%,2,-6%
C[N+]1(CC(=O)OCCCc2ccccc2)CCCC1,1%,-5,-11%,1%,2%,2%,16%,nt,-2%,9,3%
N#CCCN(C(=O)COC(=O)c1cc(=O)c2ccccc2o1)c1ccccc1,1%,-6,0%,-2%,nt,3%,nt,nt,-1%,-3,nt
CC(=O)Nc1ccccc1NC(=O)C/C(C)=N/NC(=O)c1cccnc1,4%,3,4%,2%,8%,1%,-11%,18%,?,1,-3%
Cc1ccc(/C=N/Nc2nc(N3CCCCC3)nc(N3CCCCC3)n2)o1,-11%,-3,8%,-1%,15%,0%,-10%,-1%,0%,-8,7%
COCCN(C(=O)COC(=O)CCC(=O)c1ccc(Cl)cc1)c1c(N)n(Cc2ccccc2)c(=O)[nH]c1=O,-15%,-1,-1%,2%,0%,2%,nt,-3%,2%,-12,1%
CC1=C(C(=O)OCc2ccccc2)C(c2ccc(N(C)C)cc2)NC(=O)N1 (configuration not stated),-18%,-6,0%,4%,-3%,1%,-12%,0%,0%,42,-1%
COc1nccnc1NS(=O)(=O)c1ccc(N/C=C2\CCCCC2=O)cc1,0%,-8,-2%,3%,38%[activator],2%,-2%,-8%,-5%,6,nt
CNC(=S)N1CCC(NC(=O)C23CC4CC(CC(C4)C2)C3)CC1,-4%,-7,-1%,-1%,-4%,8%,-6%,-1%,2%,-5,0%
COCCn1c(SCC(=O)Nc2cc(C(C)(C)C)nn2-c2ccccc2)nc2ccccc2c1=O,-2%,0,-5%,2%,nt,4%,-14%,-4%,?,-2,1%
CCc1nn(CC(=O)NCCCc2ccccc2)c(=O)c2cc3c(OC)cccc3n12,10%,-21,4%,2%,1%,0%,0%,0%,-14%,9,-11%[0.46 µM]
CCn1nnnc1SCC(=O)N(C)C1CCS(=O)(=O)C1 (configuration not stated),-2%,9,-7%,4%,nt,2%,nt,nt,-7%,12,nt
Cc1onc(-c2ccccc2)c1C(=O)NC(=S)NNC(=O)c1cc(-c2ccc(F)cc2)n[nH]1,-5%,-7,0%,-1%,-5%,2%,nt,nt,?,-9,4%
Cc1onc(-c2ccccc2)c1-c1ccnn1S(=O)(=O)c1ccc(Cl)cc1,-1%,-4,-5%,-1%,nt,0%,nt,2%,26%,-6,-2%
O=C(/C=C/c1ccco1)NC(=S)Nc1ccccn1,-9%,2,-5%,-4%,21%,0%,nt,0%,?,-6,14%
